# Screening data: PubChem BioAssay, several laboratories
# CRFBP-R2 block: antagonists of CRF-binding protein/CRF-R2 receptor complex; HEK293 CRF-R2/CRF-BP, CRF-induced calcium fluorescence; inhibition, % at 11.8 µM; hit rate 0.59% among 350,000; AID 588475;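 active means inhibition of the ligand-induced calcium signal above about 50% at the single tested concentration, limit read from the data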
# M5 PAM: positive allosteric modulators of human muscarinic M5 receptor | activation, % at 3 µM | hit rate 0.3% among 360,000 | P08912 | CHO-K1 hM5, Fluo-8 calcium, ACh EC20 PAM; 0% = ACh EC20, 100% = ACh EC100;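 active means activation above the run cutoff, the mean activation of all test compounds plus 3 SD, cut at about 18% in these data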
#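 Probe or stimulus: acetylcholine, EC20 level; Assay system: human M5 receptor in CHO-K1 cells; Schedule: compound preincubation 140 s before EC20 acetylcholine addition; Technique: intracellular calcium via Fluo-8 fluorescence; Dosing: single-point, 3 µM nominal; Read-out basis: percent activation from peak-over-basal fluorescence ratio, scaled EC20-to-EC100 acetylcholine; Repeats: one well per compound, no replicates.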
# M5 ag: CHRM5 agonism in calcium assay; CHO-K1 hM5 cells, Fluo-8 calcium fluorescence; 0% DMSO wells, 100% maximal acetylcholine response; activation, % at 3 µM; hit rate 0.19% among 360,000; AID 624037; P08912;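 active means activation above the run's mean over test compounds plus 3 SD, cut at about 23% in these data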;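 further: signal is peak over basal fluorescence ratio across the kinetic read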
# M5 antag: antagonists of human muscarinic M5 receptor (CHRM5); P08912; CHO-hM5 cells, Fluo-8 calcium fluorescence, ACh EC80; inhibition, % at 3 µM; hit rate 0.59% among 360,000;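 active means inhibition above a per-plate cutoff, the mean of that plate's test compounds plus 3 SD, cut at about 27% in these data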;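 further: 0% = acetylcholine EC80 with DMSO and 100% = DMSO without agonist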
# CHRM1 PAM: potentiates human M1 receptor response to acetylcholine; P11229; CHO-K1 hM1, Fluo-8 calcium fluorescence, ACh EC20; 0% = ACh EC20, 100% = maximal ACh; activation, % at 3 µM; hit rate 0.088% among 360,000; in the data active means activation above about 19%, passing the limit was not always enough
# Target sequence (P11229 whole entry, looked up): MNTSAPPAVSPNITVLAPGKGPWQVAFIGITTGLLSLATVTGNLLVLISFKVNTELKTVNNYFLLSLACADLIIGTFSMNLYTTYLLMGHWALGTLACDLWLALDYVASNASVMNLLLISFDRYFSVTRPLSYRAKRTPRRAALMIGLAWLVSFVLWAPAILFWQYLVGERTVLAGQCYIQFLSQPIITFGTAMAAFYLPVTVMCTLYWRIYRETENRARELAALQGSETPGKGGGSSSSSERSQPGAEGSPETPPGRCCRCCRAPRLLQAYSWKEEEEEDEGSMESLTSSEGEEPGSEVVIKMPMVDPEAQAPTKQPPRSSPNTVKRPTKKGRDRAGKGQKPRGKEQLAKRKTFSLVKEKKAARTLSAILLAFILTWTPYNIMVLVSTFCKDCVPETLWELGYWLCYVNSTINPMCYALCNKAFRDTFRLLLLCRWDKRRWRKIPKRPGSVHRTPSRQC
# CRFR2-BP ag: CRF-BP/CRF-R2 complex agonism; HEK293 CRF-R2/CRF-BP, calcium dye fluorescence (FLIPR); percent of saturating CRF peptide response; activation, % at 13.2 µM; hit rate 0.46% among 350,000;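 active means activation of at least 50%, plus an integration ratio under a set limit after plate pattern correction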;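 further: plate controls were neutral control wells without compound for no effect and CRF at EC100 for full effect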
# CHRM4 antagonist: antagonists of human muscarinic M4 receptor (CHRM4); hit rate 0.73% among 360,000; inhibition, % at 3 µM; P08173; CHO-hM4 cells, ACh EC80, Fluo-8 calcium fluorescence; AID 624125;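 active means inhibition above its plate's cutoff, the mean inhibition of sample wells plus 3 SD, cut at about 27% in these data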;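 further: 0% = acetylcholine EC80 with DMSO and 100% = DMSO without agonist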
# Target sequence (P08173 whole entry, looked up): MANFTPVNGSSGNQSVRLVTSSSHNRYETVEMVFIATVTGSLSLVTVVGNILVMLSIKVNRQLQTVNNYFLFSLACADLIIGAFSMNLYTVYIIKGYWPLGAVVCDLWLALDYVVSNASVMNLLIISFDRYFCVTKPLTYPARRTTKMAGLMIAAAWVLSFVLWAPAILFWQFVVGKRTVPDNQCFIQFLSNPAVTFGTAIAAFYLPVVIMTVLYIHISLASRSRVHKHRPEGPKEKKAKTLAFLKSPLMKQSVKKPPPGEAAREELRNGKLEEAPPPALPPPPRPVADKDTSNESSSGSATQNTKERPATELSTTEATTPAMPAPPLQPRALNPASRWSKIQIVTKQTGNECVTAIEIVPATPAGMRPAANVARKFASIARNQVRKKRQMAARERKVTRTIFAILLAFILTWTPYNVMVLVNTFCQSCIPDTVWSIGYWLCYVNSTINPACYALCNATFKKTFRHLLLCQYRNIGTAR
# M4 PAM: CHRM4 positive allosteric modulation. P08173. CHO-K1 hM4/Gqi5, Fluo-8 calcium fluorescence, ACh EC20; 0% = ACh EC20, 100% = maximal ACh. activation, % at 3 µM. hit rate 0.4% among 360,000. AID 624126;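 active means activation above its plate's cutoff, the mean activation of sample wells plus 3 SD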; further: some results filed as inactive read as strong as hits
# CHRM4 agonist: agonists of human muscarinic M4 receptor (CHRM4). P08173. CHO-K1 hM4/Gqi5, Fluo-8 calcium fluorescence; vehicle 0%, full acetylcholine response 100%. activation, % at 3 µM. hit rate 0.14% among 360,000. AID 624127;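 active means activation above the run mean over all test wells plus 3 SD, cut at about 32% in these data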;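 further: peak over basal fluorescence ratio per well then scaled between controls; 0% = DMSO wells and 100% = acetylcholine at EC100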
# * = called active by the depositor; x = no result given.
SMILES,CRFBP-R2 block,M5 PAM,M5 ag,M5 antag,CHRM1 PAM,CRFR2-BP ag,CHRM4 antagonist,M4 PAM,CHRM4 agonist
COc1cccc(OCc2nc3ccccc3c(=O)n2N)c1,7,3,4,-8,-3,0.3,9,1,6
Cc1ccc(CCNC(=O)CC(C)CC2=NS(=O)(=O)c3ccccc3N2)cc1 (configuration not stated),-3,-7,-5,1,-1,-1.9,2,-6,-1
CN(Cc1ccco1)C(=O)[C@H](Cc1ccccc1)NC(=O)CC[C@H]1O[C@@H](n2ccc(=O)[nH]c2=O)[C@H](O)[C@@H]1O,x,3,2,-6,15,x,-3,12,1
CCOc1ccccc1CNC(=O)CN1C(=O)CSc2ccc(S(=O)(=O)N3CCOCC3)cc21,10,-4,-6,13,-10,-1.5,-2,-8,3
CCC(c1nnc(SCC(=O)Nc2cccc(S(N)(=O)=O)c2)n1-c1ccc(OC)cc1)N(C)C (configuration not stated),-5,-2,-3,4,4,1.2,-1,0,0
Cc1ccccc1NC(=O)c1cccc(OCc2c(C)noc2C)c1,-6,0,-5,-7,0,-2.9,1,-5,1
O=C(CSc1nnc(-c2ccccc2)c2ccccc12)NCC1CCCO1 (configuration not stated),x,-2,-2,7,-6,x,8,-11,1
CCOC(=O)C1CCCN(C(=O)CNS(=O)(=O)c2ccc(Br)s2)C1 (configuration not stated),-3,-1,2,2,5,-0.6,3,-7,2
O=C(NCc1cccs1)C1CCCN(C(=O)Nc2ccc(F)cc2)C1 (configuration not stated),-1,1,-1,0,10,-0.2,5,-3,1
CNC(=O)Nc1ccc(Cn2cc(C(F)(F)F)ccc2=O)cc1,6,-2,0,1,12,1.4,-9,17,1
COC(=O)C1=C(N)Oc2cc(C)n(Cc3cccnc3)c(=O)c2C1c1cc(OC)ccc1OC (configuration not stated),-13,-3,2,2,1,-2.7,-9,-2,2
CC(=O)OC[C@H]1O[C@@H](Sc2cccc3cccnc23)[C@H](OC(C)=O)[C@@H](OC(C)=O)[C@@H]1OC(C)=O,-18,-7,3,2,-8,0.1,-9,-2,10
CCOc1ccc(NC(=O)CSc2nnc(-c3ccco3)n2C)cc1,-8,6,-2,-1,11,1.5,-2,11,1
CCOc1ccc(NC(=S)N2CCN(S(=O)(=O)c3ccc(OC)cc3)CC2)cc1,10,1,2,10,-1,-1.4,2,1,3
CC(=O)Nc1nc(=S)n(-c2ccccc2)[nH]1,3,-6,0,6,-2,-2.2,-1,-8,1
Cc1ccc(NC(=S)N(C)C(c2ccccc2)c2ccccc2)cc1C,8,3,-5,-2,7,-1.0,-3,4,1
COc1ccc(S(=O)(=O)N(C)CC(=O)NCc2ccccn2)cc1,10,-2,-2,2,2,0.0,7,-10,0
CCOc1ccc(NC(=O)C(=O)NCc2ccncc2)cc1,4,8,-2,-5,7,0.9,-20,7,2
COc1ccc(NC(=O)COc2cc(O)c3c(c2)OC(C)(C)CC3=O)cc1,-2,-1,3,2,-8,0.7,-7,-5,16
CC(C)C1Cc2c(sc3c2c(=O)n(Cc2ccccc2)c2nncn32)CO1 (configuration not stated),-4,6,-1,-8,4,0.4,11,2,-1
O=C(Nc1ccc(C(=O)OC[C@@H]2CCCN3CCCC[C@H]23)cc1)c1cccc(Br)c1,-27,-21,-5,12,-24,0.3,-2,-12,10
Cc1cccc(OCCC(=O)Nc2ccc(C)c(S(=O)(=O)N3CCOCC3)c2)c1,-3,-8,7,6,7,1.0,0,10,13
Cc1nc(SCC(=O)Nc2ccc(S(=O)(=O)N3CCOCC3)cc2)c2c(C)c(C)sc2n1,9,8,5,5,-7,0.9,-2,-4,1
CCCCn1c(N)c(N(CCOC)C(=O)C(C)N2C(=O)c3ccccc3C2=O)c(=O)[nH]c1=O (configuration not stated),-3,1,4,4,13,-0.9,-9,7,2
O=C(Nc1ccccc1N1CCCC1)c1cccc(Cl)c1Cl,31,-2,-8,8,2,-0.4,2,-7,0
CCN1CCN(c2cc(N3CCc4ccccc4C3)c(F)cc2[N+](=O)[O-])CC1,-61,-12,-5,9,1,-0.5,10,-14,10
Cc1cccc(NC(=O)Cn2c(=O)n(Cc3ccco3)c(=N)c3c4c(sc32)COC(C)(C)C4)c1,-7,4,-4,-8,3,1.6,-4,5,1
CCOC(=O)c1cnc(-n2[nH]c(C)c(Cc3ccccc3)c2=O)[nH]c1=O,21,2,2,-9,8,-1.0,0,0,0
COc1ccccc1CN1C(=O)c2ccncc2C1=O,5,0,1,-3,12,-2.3,-6,12,0
Cc1ccc(/C=C/c2nc3sc(C(=O)O)c(C)c3c(=O)[nH]2)cc1[N+](=O)[O-],15,-7,-4,16,-2,-0.2,9,1,1
O=C(NC1CC2CCC1C2)C1COc2ccccc2O1 (configuration not stated),-5,-9,-8,0,5,1.2,-3,2,1
Cc1ccc2cc(CCNS(=O)(=O)c3ccc(Br)cc3)c(=O)[nH]c2c1C,41,-5,0,11,-3,-1.0,-4,-4,11
COc1ccc(CNC(=O)C2CCCN(S(=O)(=O)c3c(C)nn(C)c3C)C2)cc1 (configuration not stated),19,-10,1,0,0,-0.6,-6,-8,2
Cc1ccc(N2C(=O)N3[C@H](c4ccc(F)cc4)[C@@H]4C(=O)N(C5CCCCC5)C(=O)[C@@H]4[C@]3(Cc3ccccc3)C2=O)cc1,-13,5,3,5,8,2.2,-4,7,2
COc1ccc(-c2cc3c(=O)n(CC(=O)Nc4ccc(Cl)cc4)ncn3n2)cc1,-2,-2,-4,0,5,0.3,-8,1,1
CCOC(=O)C1C2C=CC3(CN(Cc4cccs4)C(=O)C13)O2 (configuration not stated),-3,11,-5,-5,6,-0.6,-13,4,1
Cn1c(SCC(=O)Nc2nncs2)nnc1C1CC1,-9,5,-4,-7,8,-1.7,6,2,1
S=C1CC2CCCC(C2)N1 (configuration not stated),39,3,3,-2,11,-2.4,-11,3,0
COc1ccc(CN2CCN(CCCc3ccccc3)C(CCO)C2)c(O)c1 (configuration not stated),-7,-8,-8,15,5,-1.8,1,-6,0
CCNC(=S)N1CCC(n2cnc3ccccc32)CC1,-8,3,-2,3,4,-1.0,-4,2,1
COc1ccc(NC(=O)C(CCCCNC(=O)OC(C)(C)C)NC(=O)OCc2ccccc2)cc1 (configuration not stated),-1,0,0,-1,10,-2.4,4,4,0
CN(C(=O)CN(C)S(=O)(=O)c1ccc(F)cc1)c1c(N)n(Cc2ccccc2)c(=O)[nH]c1=O,-10,-6,2,6,15,2.7,-1,12,0
CNC(=O)CN1C(=O)COc2ccc(S(=O)(=O)N3CCCCCC3)cc21,-5,-8,-1,12,3,0.1,1,-10,1
CS(=O)(=O)N1N=C(c2cccs2)CC1c1ccccc1F (configuration not stated),-14,2,-4,0,5,0.7,-5,-3,1
O=S(=O)(c1cccc(-n2cnnn2)c1)N1CCOCC1,-4,-1,0,4,-2,-2.1,3,-2,1
COCOCCn1cc(CN2CCS(=O)(=O)N(Cc3ccc(-c4ccc(F)nc4)cc3)C(C)C2=O)nn1 (configuration not stated),7,1,0,0,0,-0.3,1,0,0
CCOC(=O)C1=C(COC(=O)CCc2ccccc2)NC(=O)NC1C (configuration not stated),4,-3,0,21,0,1.2,3,-4,6
CCN(CC)C(=O)Cn1cnc2sc(C(=O)N3CCN(c4ccc(OC)cc4)CC3)c(C)c2c1=O,6,1,6,6,10,-3.3,-9,2,2
COc1ccc(CCNC(=O)c2cc(C3CC3)nc3c2cnn3C(C)C)cc1,11,-9,-10,5,-1,-0.3,3,-7,4
O=C(COC(=O)c1cccnc1Cl)NC(=O)NC1CCCCC1,-6,-1,2,15,8,2.2,-16,9,7
CCC(c1nnnn1-c1ccc2c(c1)OCCO2)N1CCN(C)CC1 (configuration not stated),x,-2,-1,-4,x,x,6,4,2
O=C1NC[C@H](CC2CCCCC2)N(CCc2cccc(F)c2)C1=O,-12,5,0,4,9,5.4,2,16,1
CN(C(=O)c1ccc(NC(=O)Cc2ccc([N+](=O)[O-])cc2)cc1)C1CC1,-19,-4,22,18,-16,37,1,0,20
CC(C)(C)NC(=O)C(c1ccccn1)N(C(=O)c1csnn1)C1CCCC1 (configuration not stated),5,2,-3,4,0,1.9,-6,1,1
COc1ccc2c(c1)C1=C(CC2)C(c2ccc(C)cc2)NC(=S)N1 (configuration not stated),-33,4,-2,4,10,-1.2,-3,8,-1
COc1ccc(OC)c(NC(=O)CSc2nnc(-c3cnccn3)n2C)c1,-2,-1,0,3,-2,-2.1,5,2,4
O=C(COC(=O)/C=C/c1ccc(F)cc1)NC(=O)NCc1ccccc1,-1,-8,2,6,1,-0.6,-12,5,1
Cn1c(SCc2ccccc2)nnc1C1CCCNC1 (configuration not stated),-8,-4,-9,-1,-3,-1.9,-4,1,0
CCCOc1ccc(-c2nnn(CC(=O)OCC)n2)cc1,13,-5,-4,-1,-4,-1.1,-6,15,0
O=C(NCN1CCOCC1)c1cnccn1,14,-3,-2,-3,-2,1.2,0,-5,1

# Exported with tabs: 4 of the compounds above
SMILES	CRFBP-R2 block	M5 PAM	M5 ag	M5 antag	CHRM1 PAM	CRFR2-BP ag	CHRM4 antagonist	M4 PAM	CHRM4 agonist
S=C1CC2CCCC(C2)N1 (configuration not stated)	39	3	3	-2	11	-2.4	-11	3	0
COCOCCn1cc(CN2CCS(=O)(=O)N(Cc3ccc(-c4ccc(F)nc4)cc3)C(C)C2=O)nn1 (configuration not stated)	7	1	0	0	0	-0.3	1	0	0
CCOc1ccc(NC(=O)CSc2nnc(-c3ccco3)n2C)cc1	-8	6	-2	-1	11	1.5	-2	11	1
CCOC(=O)C1CCCN(C(=O)CNS(=O)(=O)c2ccc(Br)s2)C1 (configuration not stated)	-3	-1	2	2	5	-0.6	3	-7	2

# New compounds follow.
SMILES,CRFBP-R2 block,M5 PAM,M5 ag,M5 antag,CHRM1 PAM,CRFR2-BP ag,CHRM4 antagonist,M4 PAM,CHRM4 agonist
O=C(CCCNC(=O)c1ccc(Cl)cc1)NCc1ccccc1F,5,2,-1,7,4,-0.7,1,7,1
CCCCNC(=O)c1cn(C)c2ccc(S(=O)(=O)N3CC(C)CC(C)C3)cc2c1=O (configuration not stated),-1,7,-1,-3,14,0.6,-10,11,0
CC(=O)c1c(COC(=O)c2cccnc2)nc2ccccc2[n+]1[O-],3,0,-1,4,4,-0.7,-5,2,1
COc1cc(S(=O)(=O)Nc2ncccc2C)c(OC)cc1Cl,-14,-3,1,4,11,1.2,-10,3,1
CS(=O)(=O)c1ccc(Nc2nc(C(N)Cc3ccc(C(F)(F)F)cc3)cs2)cc1 (configuration not stated),x,5,3,2,15,x,5,2,9
S=c1[nH]cc(-c2ccccc2)n1-c1ccccc1,-18,-2,-1,2,9,-0.9,1,3,1
CN(C)CCNC(=O)c1[nH]c(C(F)(F)F)nc1-c1ccccc1,x,-2,5,4,5,x,-2,-6,0
Cc1cc(C)n(-c2ccc([N+](=O)[O-])cc2-c2nn[nH]n2)n1,12,9,-3,-3,6,-0.9,-16,12,2
CCCc1c(C(=O)N/N=C(\C)c2ccccn2)nnn1-c1nonc1N,20,0,0,8,4,-1.2,0,0,1
C=CCNC(=O)c1cc(=O)c2ccccc2o1,26,0,1,-6,11,-0.8,-7,3,0
Cc1ccc(C2CC(c3cccs3)=NN2C(=O)c2ccc(Br)o2)cc1 (configuration not stated),3,-1,-3,8,6,2.4,4,7,-1
